HepG2 viability: HepG2 cytotoxicity, counter-screen for TGF-b inhibitors; Potency, µM (highest dose often 46.1 µM), for inactives: at the top dose activity change, negative = cytotoxicity, most hits filed as cytotoxic; HepG2 CAGA-GFP viability, ATP luminescence, 18 h; 410,000 compounds, 0.76% hits; note: some results filed as inactive show a strong effect at the top dose
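CellTiter-Glo luminescence gave cytotoxicity after 18 hours at 37 degrees C. The cells were HepG2 CAGA-GFP in 1% FBS DMEM, stimulated with 500 pg/mL TGF-beta after compound addition. %Activity was normalised to no-cell wells (complete cell-killing) and DMSO (no toxicity), and curves were fitted and classified.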
EPAC2 antag: antagonists of human EPAC2. Q8WZA2. EPAC2 GEF exchange of Rap1B-BODIPY-GDP, fluorescence. Potency, µM (highest dose often 114 µM), for the others: top-dose activity, negative = inhibition, usual class: inhibitors. 360,000 compounds, 0.18% hits; note: % is set by controls: 0 for no effect and ±100 for the full control effect; nearly all actives have a fitted effect of over 45% in size; many of its hits are not listed in these tables
Target sequence (Q8WZA2 whole entry, looked up): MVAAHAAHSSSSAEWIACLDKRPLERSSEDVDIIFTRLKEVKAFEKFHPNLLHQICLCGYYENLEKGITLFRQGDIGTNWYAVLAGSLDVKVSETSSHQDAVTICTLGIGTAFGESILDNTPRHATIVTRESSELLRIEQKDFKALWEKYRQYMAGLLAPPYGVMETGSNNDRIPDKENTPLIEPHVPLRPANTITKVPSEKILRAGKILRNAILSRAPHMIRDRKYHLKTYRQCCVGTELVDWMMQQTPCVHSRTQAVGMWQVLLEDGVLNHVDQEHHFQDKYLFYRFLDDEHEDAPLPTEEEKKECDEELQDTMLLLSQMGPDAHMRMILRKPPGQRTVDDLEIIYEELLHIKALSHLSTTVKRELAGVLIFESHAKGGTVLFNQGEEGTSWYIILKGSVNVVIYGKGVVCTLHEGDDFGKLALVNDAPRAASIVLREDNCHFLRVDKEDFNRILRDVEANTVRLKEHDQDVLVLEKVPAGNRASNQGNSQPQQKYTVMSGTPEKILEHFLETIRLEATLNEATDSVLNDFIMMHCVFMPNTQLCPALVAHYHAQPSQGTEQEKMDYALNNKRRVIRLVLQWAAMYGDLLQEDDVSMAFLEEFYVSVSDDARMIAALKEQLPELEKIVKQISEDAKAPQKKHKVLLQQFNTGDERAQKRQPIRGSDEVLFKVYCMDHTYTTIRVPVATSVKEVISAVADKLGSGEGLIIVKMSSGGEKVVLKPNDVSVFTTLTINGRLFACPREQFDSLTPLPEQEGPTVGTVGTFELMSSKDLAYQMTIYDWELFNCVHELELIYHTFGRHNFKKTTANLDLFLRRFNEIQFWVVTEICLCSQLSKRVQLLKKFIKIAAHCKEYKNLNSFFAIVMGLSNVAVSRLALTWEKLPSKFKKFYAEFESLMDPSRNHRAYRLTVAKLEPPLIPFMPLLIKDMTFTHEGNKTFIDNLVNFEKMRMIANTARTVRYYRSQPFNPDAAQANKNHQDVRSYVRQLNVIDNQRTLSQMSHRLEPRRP
Nrf2 inh: blocks Nrf2 signaling. AID 504444. Potency, µM (top dose mostly 46 µM), inactives show top-dose activity change, negative = inhibition, hits mostly inhibitors. 360,000 compounds, 2.1% hits. A549 ARE-Fluc reporter, luciferase luminescence, 18-24 h; note: % is set by controls: 0 for no effect and ±100 for the full control effect; nearly all actives have a fitted effect of over 60% in size
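In this cell-based qHTS, ARE-driven firefly luciferase in A549 cells reports Nrf2 activity; the luminescent signal after BugLite lysis is the measured value, with a prior CellTiter-Fluor read for cell health.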
TGFb SMAD3 inh: inhibitors of TGF-b signaling; AID 588855; HepG2 CAGA-GFP TGF-b/SMAD3 reporter, GFP fluorescence, 18 h; TGF-beta stimulated, 500 pg/mL final; Potency, µM (highest dose often 46.1 µM), without a hit: at the highest dose activity, negative = inhibition, usual class: inhibitors; 410,000 compounds, 1.2% hits; note: % is set by controls: 0 for no effect and ±100 for the full control effect; nearly all actives have a fitted effect of over 65% in size
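Inhibition was scored as loss of TGF-beta-induced (500 pg/mL final, 18 hours, 37 degrees C) GFP in HEPG2 cells carrying a CAGA-GFP reporter, in DMEM with 1% FBS. Well GFP was summed per cell; Activity was normalised to unstimulated and stimulated DMSO wells, then concentration-response fitting.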
Nrf2 ARE act: activators of Nrf2 (ARE) signaling | AREc32 ARE-luciferase reporter (MCF7-derived line), luminescence, 24 h | Potency, µM (doses to about 46.1 µM), inactives show at the highest dose activation, usual class: activators | 410,000 compounds, 0.31% hits | AID 624171; note: % of control where 0% means no effect; nearly all actives have a fitted effect of over 65% in size
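Reporter line AREc32 (ARE-Fluc), seeded overnight in OPTI-MEM with 5% FBS; compound pin-transferred, 24 hr at 37 deg C, 5% CO2; luminescent read-out.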
MCF10A rerep: induces DNA re-replication in MCF 10a normal breast cells; AID 624296; 350,000 compounds, 2.9% hits; Potency, µM (highest dose often 46.1 µM), inactives show at the top dose activity, positive = re-replication, usual class: activators; MCF 10A DNA re-replication, Hoechst nuclear intensity, 48 h; note: % of control where 0% means no effect; nearly all actives have a fitted effect of over 50% in size
A549 viability: counter-screen for Nrf2 inhibitors: cytotoxicity in A549 cells; A549 ARE-Fluc cells, CellTiter-Fluor viability, 18-24 h; Potency, µM (doses to about 46 µM), inactives show at the highest dose activity change, negative = cytotoxicity, usual class: inhibitors; 390,000 compounds, 0.16% hits; AID 504648; note: % is set by controls: 0 for no effect and ±100 for the full control effect
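A549 ARE-Fluc cells in 5% FBS OPTI-MEM, 5000 cells/well, rested 2 h then exposed to compounds in concentration-response for 18-24 h at 37 °C. Viability by CellTiter-Fluor fluorescence (Ex 405/Em 525) after 30 min; luciferase luminescence (BugLite, 15 min, RT) read afterwards.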
ATXN2 expr inh: reduces ATXN2 reporter expression in HEK-293 cells; HEK-293 ATXN2-luciferase reporter, luminescence, 24 h; Potency, µM (highest dose often 57 µM), inactives show at the top dose activity change, negative = inhibition, usual class: inhibitors; 360,000 compounds, 0.72% hits; note: % is set by controls: 0 for no effect and ±100 for the full control effect; nearly all actives have a fitted effect of over 55% in size
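qHTS (up to 57 uM final) was run with 24 h compound exposure of reporter cells at 37 °C. Each well was multiplexed: SteadyGlo luminescence measured ATXN2-luciferase expression after a fluorogenic Gly-Phe-AFC viability readout (25 uM final).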
ATXN viability: reduces viability in counter-screen for ATXN expression inhibitors | S2 cells (HEK-293 line with an ATXN2-luciferase reporter) viability, CellTiter-Fluor protease fluorescence, 24 h | Potency, µM (highest dose often 56.7 µM), hits mostly cytotoxic | 400,000 compounds, 0.49% hits | AID 651635; note: nearly all actives have a fitted effect of over 40% in size
* = called active by the depositor; i = inactive; ? = inconclusive; . = not tested or not shown; [ ] = dose if it differs, or a comment. Calls come from the whole dose curve; as a rule, active = well fitted curve in the direction sought with a large enough effect; inconclusive = small, poorly fitted or top-dose-only effect, or another doubt; inactive = no such curve, though single readings can be large; an effect the other way counts as inactive or inconclusive. Potency is the fitted concentration of half-maximal effect. Some of the compounds tested; the hit share may differ from the screen's.

SMILES	HepG2 viability	EPAC2 antag	Nrf2 inh	TGFb SMAD3 inh	Nrf2 ARE act	MCF10A rerep	A549 viability	ATXN2 expr inh	ATXN viability
Cc1ccc(S(=O)(=O)N2CC3CCC2C3)cc1 (configuration not stated)	-10.9%	7.7%	-6.7%	-2.6%	-0.3%	4.4%	-8.3%	0.4%	i
Nc1nnc(SCC(=O)Nc2sc3c(c2C(=O)c2ccccc2)CCCC3)s1	16.4%	-1.8%	?	-12.5%	6.2%	-0.9%	-18.6%	-29.1%	i
COc1cccc(C(=O)NCCCN2CCN(CCCNC(=O)c3cccc(OC)c3)CC2)c1	-5.4%	22.4%	9.9%	6.1%	-0.4%	0.8%	15.3%	0.0%	i
Cc1ccc(-n2nc3c(=O)n(CCCC(=O)NCc4ccco4)nc(C)c3c2C)cc1	6.3%	0.3%	-27.5%	-12.3%	4.4%	-30.7%[inhibitor]	0.5%	12.0%	i
CCOC(=O)C1CCN(CC(O)COCc2ccccc2)CC1 (configuration not stated)	-13.5%	3.6%	7.8%	0.8%	0.1%	11.2%	13.8%	-13.8%	i
O=C(Nc1cccc(C(F)(F)F)c1)C(Sc1cccc[n+]1[O-])c1ccccc1 (configuration not stated)	-22.9%	-1.9%	6.5%	-1.0%	0.1%	4.4%	4.3%	-7.3%	i
CC/C(C)=N/Nc1cccc([N+](=O)[O-])c1	-3.8%	-17.6%	-8.7%	-8.0%	0.1%	20.0%	0.1%	?	i
CC(=O)Nc1cccc(-c2ccnc3c2CC(C(=O)NCCN(C)C)O3)c1 (configuration not stated)	4.4%	3.4%	.	6.7%	0.4%	.	.	-3.5%	i
O=C(NC1CCN(Cc2ccccc2)CC1)C1CCN(c2nnc(-n3cccc3)s2)CC1	-10.5%	-6.5%	-26.0%	-3.2%	3.2%	0.3%	3.2%	-14.7%	i
O=C1CN(C(=O)COc2ccccc2)CCN1	5.0%	-6.6%	10.7%	20.2%	-0.3%	9.8%	-1.3%	3.8%	i
O=C(COC(=O)Cc1ccc(Cl)cc1Cl)NCCC1=CCCCC1	-1.9%	4.0%	-0.3%	11.8%	0.4%	19.1%	0.2%	-3.0%	i
Cc1noc(C)c1S(=O)(=O)Nc1ccc2c(c1)CC(=O)N([C@H](C)CO)C[C@H](C)[C@H](CN(C)S(=O)(=O)c1ccc(F)cc1)O2	-12.1%	-7.3%	-10.4%	-0.6%	0.2%	-10.6%	-5.1%	2.6%	?
Cc1cc(C(=O)COC(=O)/C=C/c2ccco2)c(C)n1C	19.0%	-15.1%	6.1%	13.4%	21.6%	-23.3%	-7.3%	41.0%[activator]	i
COc1cc(NC(=O)C2CCCO2)c(C(=O)O)cc1OC (configuration not stated)	-0.6%	6.0%	-1.1%	5.6%	0.2%	-1.6%	1.8%	-6.8%	i
O=C(Cc1c(F)cccc1Cl)Nc1ccc(-n2cnnn2)cc1	-15.7%	-0.6%	?	-7.6%	0.3%	-0.8%	-1.4%	-10.3%	i
COc1ccc(N(CC(=O)NC2CCCCC2)S(=O)(=O)c2cccs2)cc1	-1.5%	2.4%	-1.6%	5.3%	-0.7%	11.9%	-1.7%	0.6%	i
C=CCN(CC=C)C(=O)CCc1nnc(CCc2c[nH]c3ccccc23)o1	-0.3%	0.6%	26.6%	29.1%	0.2%	11.6%	8.0%	28.5%	i
CCOc1ccccc1CNCCO	-12.7%	-4.7%	2.7%	3.4%	-0.5%	1.2%	9.0%	4.6%	i
COc1ccc(NC(=O)COC(=O)Cc2cccs2)cc1OC	-11.7%	5.1%	1.0%	-3.8%	0.0%	?	-1.2%	-2.1%	i
O=C(CSc1nnc(COc2ccc(Cl)cc2)o1)Nc1ccc(N2CCOCC2)cc1	-12.9%	-4.7%	3.2%	-1.8%	-0.6%	12.0%	0.0%	-8.7%	i
COc1ccccc1NC(=O)c1ccc(COc2ccccc2OC)o1	-4.4%	-8.7%	?	-3.3%	0.0%	-7.2%	-7.6%	-2.0%	i
O=C(NCc1ccc(F)cc1)C1CCCN(S(=O)(=O)c2cccc3nonc23)C1 (configuration not stated)	-14.1%	3.3%	-10.3%	1.8%	4.7%	1.4%	-0.3%	-6.0%	i
COc1ccc(NC(=O)c2cccc(N3CCCS3(=O)=O)c2)cc1OC	-0.2%	.	18.1%	0.5%	8.5%	.	-0.7%	9.1%	i
Cc1cccc(CC2S/C(=N/c3cccc(C)n3)NC2=O)c1 (configuration not stated)	-36.9%	-10.6%	-0.2%	-9.1%	3.3%	6.1%	8.4%	-18.4%	i

An excerpt from further up, as a working copy:
SMILES	HepG2 viability	EPAC2 antag	Nrf2 inh	TGFb SMAD3 inh	Nrf2 ARE act	MCF10A rerep	A549 viability	ATXN2 expr inh	ATXN viability
O=C(Cc1c(F)cccc1Cl)Nc1ccc(-n2cnnn2)cc1	-15.7%	-0.6%	?	-7.6%	0.3%	-0.8%	-1.4%	-10.3%	i
COc1ccc(N(CC(=O)NC2CCCCC2)S(=O)(=O)c2cccs2)cc1	-1.5%	2.4%	-1.6%	5.3%	-0.7%	11.9%	-1.7%	0.6%	i
C=CCN(CC=C)C(=O)CCc1nnc(CCc2c[nH]c3ccccc23)o1	-0.3%	0.6%	26.6%	29.1%	0.2%	11.6%	8.0%	28.5%	i

(cont.)
SMILES	HepG2 viability	EPAC2 antag	Nrf2 inh	TGFb SMAD3 inh	Nrf2 ARE act	MCF10A rerep	A549 viability	ATXN2 expr inh	ATXN viability
CCc1ccc(NC(=O)CN2C(=O)CCSc3ccccc32)cc1	-11.9%	.	5.9%	4.5%	-1.1%	.	-8.8%	1.4%	i
CC(=O)c1cccc(OCc2cc(C(=O)NC(C)Cc3cccnc3)no2)c1 (configuration not stated)	-49.1%	4.5%	7.7%	-13.9%	1.7%	1.1%	11.4%	9.8%	i
COC(=O)c1cc2sccc2n1CC(=O)N(C)c1ccccc1	18.0%	-19.8%	-9.3%	-2.7%	0.2%	-7.6%	-4.5%	.	?
CCOC(=O)C(C(=O)NCC1CCCO1)C1CCCCC1 (configuration not stated)	-2.6%	7.2%	.	-9.8%	0.1%	-0.5%	-4.1%	7.6%	i
O=C(NCCCN1CCCC1=O)c1cn(-c2ccccc2)nc1-c1ccccc1	-1.6%	-1.2%	22.5%	16.7%	2.0%	0.7%	-10.9%	4.6%	i
COCCOC1CCN(C(=O)C2CCC(=O)N(CCc3cccc(F)c3)C2)CC1 (configuration not stated)	-1.3%	16.6%	1.4%	4.0%	-0.2%	-7.9%	-3.6%	12.6%	i
O=C(COc1ccccc1)Nc1c2c(nn1-c1ccc(F)cc1)CS(=O)C2 (configuration not stated)	-0.9%	1.4%	.	7.0%	-2.0%	.	.	.	i
COc1cccc(C2C(C#N)=C(N)N(N(C)C)C3=C2C(=O)CCC3)c1OC (configuration not stated)	1.1%	-10.5%	-21.5%	-0.6%	-0.2%	11.6%	-7.3%	-3.5%	i
CC(c1cccnc1)N(CCN(C)C)C(=O)Nc1ccc(Cl)c(Cl)c1 (configuration not stated)	-6.1%	4.6%	4.4%	0.2%	0.9%	0.2%	3.6%	-9.7%	i
CCOC(=O)C1CCCN(C(=O)c2nn(-c3ccc(C)cc3)c(=O)c3c2c2ccccc2n3C)C1 (configuration not stated)	-0.2%	.	0.3%	20.2%	-0.7%	.	5.4%	6.8%	i
O=[N+]([O-])c1cccc(S(=O)(=O)NCC2CCCO2)c1 (configuration not stated)	-24.3%	-14.6%	-11.6%	-8.8%	-0.1%	32.1%	4.9%	-7.7%	i
CCCCCC(=O)N1C[C@H](O)[C@@H](n2cc(-c3ccc(F)cc3)nn2)C[C@@H]1c1ccc(C)cc1	-17.8%	10.8%	.	?	-0.1%	.	.	?	?
COc1ccc(N2CCN(C(=O)c3cc(S(=O)(=O)N4CCCCCC4)ccc3OC)CC2)cc1	-23.0%	13.6%	-14.8%	-2.3%	-0.8%	13.1%	-3.6%	-10.8%	?
CCN1CCN(Cc2ccc(NC(=O)Nc3ccccc3)cc2)CC1	2.9%	4.3%	?	-0.2%	-3.9%	-2.1%	2.4%	-24.9%	i
CC(=O)c1cccc(NC(=O)N2CCCC2C(=O)NCCc2ccccc2)c1 (configuration not stated)	-0.5%	10.3%	8.9%	0.7%	-0.6%	3.6%	-8.9%	3.3%	i
COCCNC(=O)c1cccc(OC2CCN(Cc3ccccc3OC(F)F)CC2)c1	-20.0%	-4.0%	-28.9%	-22.7%	0.6%	5.5%	-12.8%	-12.6%	?
CCOC(=O)C1=C(C)N(c2ccc(Cl)cc2)C(=O)NC1c1cccc([N+](=O)[O-])c1 (configuration not stated)	-1.1%	-20.0%	-6.1%	10.4%	0.0%	-1.6%	4.8%	13.9%	i
COc1ccc(CCNS(=O)(=O)c2ccccc2)cc1OC	-52.4%	-2.7%	-2.3%	0.6%	0.2%	-2.2%	-4.4%	-3.4%	i

Some of these compounds in order of the Nrf2 inh value, rising.
Compound	EPAC2 antag	Nrf2 inh
COCCNC(=O)c1cccc(OC2CCN(Cc3ccccc3OC(F)F)CC2)c1	-4.0%	-28.9%
COc1ccc(CCNS(=O)(=O)c2ccccc2)cc1OC	-2.7%	-2.3%
CC(=O)c1cccc(NC(=O)N2CCCC2C(=O)NCCc2ccccc2)c1 (configuration not stated)	10.3%	8.9%

An excerpt from above, reduced to TGFb SMAD3 inh and ATXN viability:
smiles | TGFb SMAD3 inh | ATXN viability
O=C(Cc1c(F)cccc1Cl)Nc1ccc(-n2cnnn2)cc1 | -7.6% | i
COc1ccc(N(CC(=O)NC2CCCCC2)S(=O)(=O)c2cccs2)cc1 | 5.3% | i

Assay outcomes deposited in PubChem BioAssay by National Center for Advancing Translational Sciences (NCATS).
